KKLEB tox: CF airway cell cytotoxicity counter-screen; KKLEB CF airway cells viability, ATPlite luminescence, overnight; stronger effect = lower value; cells stimulated with P. aeruginosa culture filtrate; activity change (cytotoxicity), % at 5 µM; 0.36% of 360,000 active; AID 602141;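 active = corrected activity change at or below -50% at 5 µM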
TROY NFkB inh: inhibitors of TROY-dependent NF-kB signaling | Q293 LMP1-TROYcd NF-kB luciferase reporter, 4 h | inhibition, % at 10 µM | 0.98% of 360,000 active | AID 1347056;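 active = compounds whose plate-normalised and pattern-corrected inhibition of the luciferase reporter signal at the single screening dose is 50% or more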
MITF TRPM1 inh: inhibitors of MITF-driven TRPM1 promoter in melanoma cells. SK-MEL-5 TRPM1 promoter luciferase, 24 h. inhibition, % at 12.5 µM. 0.83% of 330,000 active. AID 488899;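 active = mean inhibition across replicates of 60% or more, whatever share of single replicates reaches that level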; also: values of inactives mirror those of a sister screen read the other way
CF NFkB inh: blocks PAF-induced NF-kB reporter in cystic fibrosis cells. 0.86% of 360,000 active. AID 588850. KKLEB NF-kB-GFP reporter, GFP fluorescence overnight. inhibition, % at 5 µM;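 active = at least 50% inhibition at 5 µM, scaled per plate between neutral and stimulator controls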;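 also: PAF is a Pseudomonas aeruginosa culture filtrate used as stimulus; plate controls were PAF-stimulated DMSO wells for no effect and unstimulated DMSO wells for full effect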
NR2E3 ag-1: agonists of human nuclear receptor NR2E3; GST-NR2E3/biotin-RetCOR TR-FRET, 1536-well; Q9Y5X4; 0.12% of 320,000 active; AID 2300; inhibition of corepressor binding, % at 4.78 µM;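 active = percent inhibition above the cutoff of mean plus 3 SD of all tested compounds, set per screening campaign, cut at about 20% in these data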;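 also: 0% = DMSO wells and 100% = biotin wells as full block of FRET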
Target sequence (Q9Y5X4 whole entry, looked up): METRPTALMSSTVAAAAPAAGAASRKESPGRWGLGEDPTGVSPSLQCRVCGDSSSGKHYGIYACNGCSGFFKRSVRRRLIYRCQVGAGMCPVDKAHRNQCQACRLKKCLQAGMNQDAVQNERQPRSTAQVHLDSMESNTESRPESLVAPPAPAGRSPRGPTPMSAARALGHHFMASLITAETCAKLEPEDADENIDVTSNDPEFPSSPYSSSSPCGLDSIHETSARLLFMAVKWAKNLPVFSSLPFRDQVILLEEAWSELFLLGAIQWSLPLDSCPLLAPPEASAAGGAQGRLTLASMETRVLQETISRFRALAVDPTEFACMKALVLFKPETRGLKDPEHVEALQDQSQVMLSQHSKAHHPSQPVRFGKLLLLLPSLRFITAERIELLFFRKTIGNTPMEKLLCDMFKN
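System: GST-NR2E3 and biotin-RetCOR proteins; probe or stimulus: 7 nM biotin-RetCOR; doses: compound at 4.8 µM, single dose; schedule: Compound–protein incubation for 5 h at 4 °C; detection: time-resolved FRET; read-out: percent inhibition; controls: biotin wells as high control, 0.6% DMSO wells as low control; format: 1536-well plates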
NR2E3 ag-2: human photoreceptor-specific nuclear receptor agonism. AID 602229. CHO-S Gal4-NCOR/VP16-NR2E3 two-hybrid, luciferase. inhibition of corepressor binding, % at 3.98 µM. 0.35% of 360,000 active;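 active = inhibition above the mean of all tested compounds plus 3 SD, cut at about 70% in these data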;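 also: 0% = DMSO with NR2E3 transfected cells and 100% = cells lacking NR2E3 construct; higher means lower luciferase signal from less NR2E3 corepressor binding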
Peg3 prom inh: reduces Peg3 promoter-driven luciferase expression in HeLa; HeLa PEG-Prom luciferase reporter, luminescence, overnight; inhibition, % at 20 µM; AID 588405; 1.7% of 360,000 active;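 active = inhibition of at least 50% at 20 µM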
HIF-2a inh: HIF-2a inhibition. 786-0 RCC cells HIF-2a reporter, luciferase luminescence, overnight. inhibition, % at 18.8 µM. 0.72% of 360,000 active. AID 624352;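 active = inhibition of the luminescence signal of 40% or more relative to plate controls, in a single-dose primary screen at 18.75 µM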
C8 TRAIL sens: caspase-8 TRAIL sensitization; inhibition (viability loss, TRAIL sensitization), % at 10 µM; 1% of 360,000 active; AID 624354; NB7+C8 cells + TRAIL, ATPlite viability luminescence;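 active = compounds causing at least 50% loss of cell viability in the single-dose screen, relative to plate controls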
Shn3 inh set2: inhibitors of Schnurri-3 3'UTR reporter in osteoblasts | 0.52% of 360,000 active | inhibition, % at 12.5 µM | AID 588674 | Clone20 osteoblast Shn3 3'UTR firefly luciferase, 24 h;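 active = mean inhibition of at least 75% with every replicate also reaching 75%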;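 also: 0% = median of neutral control wells and 100% = pilot-screen positive control compound; some compounds past the cut are filed as inactive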
TWEAK Fn14 block: TWEAK-Fn14 signaling inhibition. TWEAK-stimulated Fn14 reporter cells, luciferase luminescence, 8 h. inhibition, % at 10 µM. 2% of 360,000 active. AID 1159606; in the data active = inhibition above about 50%
An asterisk follows results filed as active; nt = no result given. Only part of the results is shown (hit frequency here may not be typical).

Results follow in this order: KKLEB tox	TROY NFkB inh	MITF TRPM1 inh	CF NFkB inh	NR2E3 ag-1	NR2E3 ag-2	Peg3 prom inh	HIF-2a inh	C8 TRAIL sens	Shn3 inh set2	TWEAK Fn14 block
COc1ccc(C(=O)N/N=C/c2ccc3cccc(OCc4ccccc4)c3n2)cc1
    -10	42	-26	9	5	-22	13	-178	47	-13	50
O=C(c1cc([N+](=O)[O-])ccc1Cl)N1CCN(c2ccc([N+](=O)[O-])cc2)CC1
    -20	1	-3	-3	5	6	17	19	17	-2	-21
N=c1c2c(n(Cc3ccc([N+](=O)[O-])cc3)c3c1CCC3)CCCC2
    7	4	6	-4	-2	8	13	6	14	2	16
O=C(COC(=O)c1ccccc1C(=O)c1ccc(Cl)cc1)NC(c1ccccc1)c1ccccc1
    -12	0	17	14	1	8	15	26	1	20	13
CCOc1ccccc1Nc1nnc(SCC(=O)Nc2cc(C)on2)s1
    -4	-7	8	13	-1	-15	4	8	-3	8	7
CCOc1ccc(S(=O)(=O)NCCCN2CCOCC2)c2ccccc12
    0	-7	-6	-6	1	-4	8	-1	3	-30	-2
CC(=O)c1cnc2nc(C)nn2c1C
    5	10	-3	6	1	8	-4	3	-14	2	4
CN(C)CCNC(=O)Cc1ccc([N+](=O)[O-])cc1
    1	-23	17	-9	-3	-21	-7	26	-26	-4	-3
CCc1ccccc1Nc1nn2c(=O)c3ccc(C(=O)NCc4ccccn4)cc3nc2s1
    -3	-23	9	3	2	71*	-8	5	18	-1	-9
NCCCC[C@H]1CNC(=S)N1CCc1cc(C(F)(F)F)cc(C(F)(F)F)c1
    -2	7	-5	3	7	13	-19	8	-4	2	-11
O=C(O)Cc1sc(N/N=C\c2ccncc2)nc1-c1ccccc1
    1	-7	18	-11	-2	-20	-39	-104	-16	-26	2
COc1ccc(Cl)cc1NC(=O)CSc1ncnc2c1oc1ccccc12
    2	11	-3	7	1	3	27	7	-3	21	-25
N/C(=N\OC(=O)c1ccncc1)c1cccc([N+](=O)[O-])c1
    -9	-42	-79	1	2	-72	-81	-278	4	-34	-4
CC(=O)c1c(C)[nH]c(C(=O)Nc2nc(C)cs2)c1C
    -10	65*	31	-6	-3	-108	46	40	73*	49	94*
COc1cc(C(=O)Nc2cc(C(F)(F)F)ccc2Cl)cc(OC)c1OC
    -12	13	5	4	3	-15	7	20	-3	4	-6
CC(=O)Nc1ccc(S(=O)(=O)N(C)S(=O)(=O)c2ccc(F)cc2)cc1
    8	8	3	-9	-1	-29	11	10	-14	4	3
CC(C)CCNC(=O)CCCn1c(=O)[nH]c2ccc(Br)cc2c1=O
    -1	2	9	-28	6	5	17	4	3	17	7
Fc1ccc(Oc2nc(-c3ccccn3)nc3ccccc23)cc1
    -13	-41	nt	14	2	-57	7	-104	-7	0	-19
CC(C)n1c(-c2ccc(N(C)C)cc2)nc2ccccc21
    -2	29	-55	-2	-2	-156	-184	-203	42	-40	27
Fc1ccc(-c2n[nH]c(=S)n2Cc2ccccc2)cc1
    11	4	1	-17	1	-17	14	17	12	-33	13
Cc1ccc(C)c(NC(=S)NC2CC3CCCC(C2)N3CC(C)C)c1 (stereo unspecified)
    -2	0	-8	6	2	-26	9	14	-6	1	8
CCS(=O)(=O)N1CCC(C(=O)NCCCN2CCC(Cc3ccccc3)CC2)CC1
    -6	2	4	2	5	6	9	-4	-10	3	-18
CN(C)S(=O)(=O)c1cccc(C(=O)NCCOC(=O)c2cc(F)c(F)cc2Cl)c1
    2	-2	-3	-5	3	-5	20	8	-9	10	-7
O=C(CCC(=O)c1cccs1)NNC(=O)c1cccc(Cl)c1
    13	-1	0	8	0	-9	-10	7	3	-7	-3
c1ccc(CSc2nnc(-c3ccco3)o2)cc1
    12	-38	-40	-15	3	-57	-228	-300	-7	-10	-9
CCOc1cc2c(cc1C(C)(C)C)NC(=O)CS2
    0	27	9	6	0	-22	23	23	-5	14	8
O=C(O/N=C\c1ccc(N2CCOCC2)c([N+](=O)[O-])c1)c1ccccc1Cl
    -8	9	2	4	4	-14	-5	-6	-10	-6	-34
Cc1ccc(S(=O)(=O)N2CCOCC2)s1
    3	-11	12	-2	2	-14	14	11	-7	-1	-3
CCN1CCN(C(=O)c2ccc(Cl)c(S(=O)(=O)N(C)c3ccccc3)c2)CC1
    16	14	nt	-9	1	7	6	7	-5	7	-5
COc1ccc(CN2C(=O)c3ccccc3C2C(=O)NCCc2ccccc2)c(OC)c1 (stereo unspecified)
    -17	-18	-13	8	3	0	14	16	-4	13	-1

Record cards, as listed above. Screens in order: KKLEB tox | TROY NFkB inh | MITF TRPM1 inh | CF NFkB inh | NR2E3 ag-1 | NR2E3 ag-2 | Peg3 prom inh | HIF-2a inh | C8 TRAIL sens | Shn3 inh set2 | TWEAK Fn14 block
O=C(CCC(=O)c1cccs1)NNC(=O)c1cccc(Cl)c1 across the screens: 13 | -1 | 0 | 8 | 0 | -9 | -10 | 7 | 3 | -7 | -3
Cc1ccc(C)c(NC(=S)NC2CC3CCCC(C2)N3CC(C)C)c1 (stereo unspecified) across the screens: -2 | 0 | -8 | 6 | 2 | -26 | 9 | 14 | -6 | 1 | 8
CCOc1cc2c(cc1C(C)(C)C)NC(=O)CS2 across the screens: 0 | 27 | 9 | 6 | 0 | -22 | 23 | 23 | -5 | 14 | 8
O=C(O/N=C\c1ccc(N2CCOCC2)c([N+](=O)[O-])c1)c1ccccc1Cl across the screens: -8 | 9 | 2 | 4 | 4 | -14 | -5 | -6 | -10 | -6 | -34
CCN1CCN(C(=O)c2ccc(Cl)c(S(=O)(=O)N(C)c3ccccc3)c2)CC1 across the screens: 16 | 14 | nt | -9 | 1 | 7 | 6 | 7 | -5 | 7 | -5

The listing continues:
Results follow in this order: KKLEB tox	TROY NFkB inh	MITF TRPM1 inh	CF NFkB inh	NR2E3 ag-1	NR2E3 ag-2	Peg3 prom inh	HIF-2a inh	C8 TRAIL sens	Shn3 inh set2	TWEAK Fn14 block
Cc1ccc(NC(=O)C(OC(=O)c2cc(C)oc2C)c2ccccc2)cc1 (stereo unspecified)
    1	-28	0	-4	3	-2	11	-8	-4	-12	21
O=C(Cn1c(NCCO)nc2ccccc21)c1ccco1
    5	-2	-3	-5	0	10	-11	7	-3	25	-6
Cc1ccccc1NC(=O)N1CCC(C(=O)c2ccc(F)cc2)CC1
    -1	-10	-6	-2	3	-5	11	6	-6	6	0
CCN(CC)S(=O)(=O)c1cccc(NC(=O)COC(=O)c2cc(C)oc2C)c1
    4	18	7	0	0	-1	9	17	-3	9	30
CCS(=O)(=O)C1=NN2C(=N)/C(=C\c3ccc(OC(=O)c4ccco4)cc3)C(=O)N=C2S1
    14	-16	9	-1	3	29	4	4	6	1	-17
C/C(=N/NC(=O)CNC(=O)Cc1ccc(Cl)cc1)c1ccco1
    16	-10	nt	-13	-1	-14	-6	20	-11	13	-11
O=C1CCCC2=C1C(c1ccccc1O)C1=C(CCCC1=O)O2
    -6	-2	0	5	8	14	8	11	18	-8	20
COC(=O)C1=C(C)N(C2CCCC2)C(=O)C1(NC(C)=O)C(F)(F)F (stereo unspecified)
    8	-11	10	6	-1	-6	9	11	-12	13	10
Cc1ccc(S(=O)(=O)N2CCN(Cc3nc4sc(C)c(C)c4c(=O)[nH]3)CC2)cc1
    10	1	1	-2	2	-29	8	9	-4	21	-13
CCn1ncc([C@@H]2C[C@H]3CN(Cc4cccc(Cl)c4)C(=O)[C@]34CCCN24)c1C
    11	-9	13	-8	4	-23	15	8	6	-4	5
Cc1ccc(NC(=O)C2CC(=O)Nc3nc4ccccc4n32)c(C)c1 (stereo unspecified)
    -1	-10	-4	-6	-3	2	-4	11	-13	-3	-14
COc1ccc(OCc2nnnn2-c2ccccc2)cc1
    -6	5	-4	10	-4	-12	-5	-32	-4	1	-3
CC(C(=O)O)n1ncc2ccccc2c1=O (stereo unspecified)
    3	0	0	14	-2	5	6	17	-9	-9	-8
COc1ccc(-c2cc(C(=O)NC3CCCC3)c3ccccc3n2)cc1
    13	-21	-14	5	2	-11	-30	-71	8	0	-32
CCOC(=O)c1c(C)oc2c1c(CN1CCN(C(=O)OCC)CC1)c(O)c1ccccc12
    -1	9	-69	4	-1	-156	-250	-14	-3	-44	-10
Cc1ccccc1NC(=O)C(=O)NCCc1c[nH]c2ccccc12
    6	-16	nt	-24	2	10	-26	-27	-6	-4	-4
Oc1ccc(-c2csc(Nc3ncccn3)n2)cc1O
    2	-61	-27	-7	nt	-100	-194	-252	48	75	15
COc1ccc(N2CCN(C(C)=C3C(=O)c4ccccc4C3=O)CC2)cc1
    16	9	3	-13	1	-22	-23	-137	-5	7	-39
COc1ccccc1-c1cc(C(=O)N2CCN(c3ccccc3)CC2)no1
    4	0	-15	-6	5	-17	-6	-52	-17	-8	-9
COc1ccc(NC(=O)Cc2ccc(Cl)cc2)cc1NC(=O)c1ccco1
    11	-38	-1	7	-1	-12	-14	-7	-3	3	-2
COc1ccc(OCC(=O)O/N=C(\N)Cc2cccs2)cc1
    4	-28	8	2	4	-38	-98	-102	0	-27	-33
O=C(CSc1nnc2c(n1)[nH]c1ccccc12)OCc1ccccc1
    4	8	8	2	0	-15	7	5	10	11	2
CC(C)CC(=O)Nc1ccnc(-c2ccncc2)n1
    6	-5	-5	4	2	2	10	12	1	1	4
CC(C)CCN(C(=O)CCCSc1nc2ccccc2[nH]1)c1c(N)n(Cc2ccccc2)c(=O)[nH]c1=O
    -8	-12	3	9	-5	11	24	17	2	76	-2
CCOC(=O)c1ccccc1NC(=O)C1COc2ccccc2O1 (stereo unspecified)
    -8	-17	-5	2	3	-24	-6	-10	19	4	11
CCOC(=O)C(=CNc1ccccc1C)C(=O)OCC
    -3	30	8	7	-5	-8	-4	-25	0	39	16
CCCCNC(=S)NNC(=O)c1ccc(Br)o1
    -5	0	2	15	4	-7	-23	-16	1	-3	-2
O=C(NCc1ccccc1)NC1(C(=O)N2CCN(c3ccccc3)CC2)CCCCC1
    -6	-51	0	9	0	-6	-1	11	-7	9	2
COc1ccc(CCNC(=O)CN2C(=O)COc3ccc(S(=O)(=O)N4CCCC4)cc32)cc1OC
    15	15	-10	-32	3	-12	-1	13	-19	4	-10
COc1ccc(Nc2nnc(Cc3ccc(Cl)cc3)c(=O)[nH]2)c(OC)c1
    -18	-3	5	-5	-2	9	6	11	8	3	1
COc1ccc(CC(=O)NC(=S)Nc2cccc(C)c2)cc1
    -3	-24	-1	7	3	0	-20	-20	-14	-4	26
O=C(Nc1ccc(F)cc1)C(c1ccccc1)N1CCN(S(=O)(=O)c2c(F)cccc2F)CC1 (stereo unspecified)
    7	0	4	-5	1	-14	30	3	2	10	-1
COc1ccc(-c2ccccc2[C@H]2[C@@H]3C=CC[C@@H](C)[C@@H]3C(=O)N2Cc2ccccc2)cc1
    -26	8	20	60*	nt	6	33	6	28	34	-5
CCCNC(=O)NS(=O)(=O)c1cnccc1Sc1ccc(Cl)cc1
    1	7	10	-9	-2	1	20	17	4	-3	-4
